TRHR agonist = TRH receptor (human) agonism. activation, % at 2 µM. TRHR cells, calcium flux fluo-8, FDSS agonist mode. P34981. AID 493084. hit rate 0.18% among 360,000; also: 0% is about no effect
Target sequence (P34981 whole entry, looked up): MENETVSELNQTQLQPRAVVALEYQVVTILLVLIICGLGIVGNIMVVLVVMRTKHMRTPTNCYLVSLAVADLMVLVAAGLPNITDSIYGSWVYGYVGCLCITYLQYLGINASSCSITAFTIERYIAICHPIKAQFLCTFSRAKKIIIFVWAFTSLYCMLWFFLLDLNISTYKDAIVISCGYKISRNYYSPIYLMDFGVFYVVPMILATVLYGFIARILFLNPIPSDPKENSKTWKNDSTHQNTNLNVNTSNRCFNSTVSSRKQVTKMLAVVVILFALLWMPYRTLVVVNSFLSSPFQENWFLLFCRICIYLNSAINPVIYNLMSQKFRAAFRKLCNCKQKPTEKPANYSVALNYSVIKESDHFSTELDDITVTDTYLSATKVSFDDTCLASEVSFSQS
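TRHR-expressing cells, plated overnight in medium with 10% serum, were loaded with fluo-8 calcium dye at room temperature. After a 10 s baseline, library compound was pin-added and calcium release was recorded kinetically (ex 480/em 530) as agonist response.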
TRHR enhancer = TRH receptor (human) allosteric enhancement. P34981. TRHR cells, fluo-8 calcium fluorescence, EC20 TRH enhancement. enhancement, % at 2 µM. hit rate 0.66% among 360,000; in the data active = enhancement above about 30%; also: 0% is about no effect
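TRHR-expressing cells loaded with fluo-8 calcium dye were read kinetically (ex 480/em 530) during compound addition, then stimulated with an EC20 of TRH (10 nM final). Enhancement of the Gq-mediated intracellular calcium response was scored.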
D2 antagonist = D2 dopamine receptor (human) antagonism. P14416. HEK293 TREx D2 cells, calcium flux, dopamine EC80. inhibition, % at 10 µM. hit rate 2% among 340,000; in the data active = inhibition above about 30%; also: 0% is about no effect
Target sequence (P14416 whole entry, looked up): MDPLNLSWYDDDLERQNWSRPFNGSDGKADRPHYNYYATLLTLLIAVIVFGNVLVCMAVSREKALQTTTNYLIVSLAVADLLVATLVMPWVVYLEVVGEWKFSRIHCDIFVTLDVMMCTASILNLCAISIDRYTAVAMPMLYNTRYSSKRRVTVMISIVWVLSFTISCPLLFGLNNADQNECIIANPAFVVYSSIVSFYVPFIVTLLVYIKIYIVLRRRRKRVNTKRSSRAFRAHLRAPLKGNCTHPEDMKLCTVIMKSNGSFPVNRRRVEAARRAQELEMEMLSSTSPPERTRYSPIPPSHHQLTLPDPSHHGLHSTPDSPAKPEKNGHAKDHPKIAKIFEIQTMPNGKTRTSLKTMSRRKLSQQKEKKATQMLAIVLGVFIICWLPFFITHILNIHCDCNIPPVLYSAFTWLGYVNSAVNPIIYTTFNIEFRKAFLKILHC
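Calcium flux kinetic readout in an inducible HEK293 TREx D2 line plated overnight at 30 C. After 180 s compound exposure, an EC80 dopamine challenge follows with another 180 s kinetic read to detect antagonism.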
D1 antag = antagonists of human D1 dopamine receptor; P21728; activity change, negative = inhibition, % at 10 µM; hit rate 3.2% among 360,000; HEK293 TREx D1 cells, calcium flux, dopamine EC80; stronger effect = lower value; in the data active = activity change below about -30%; also: % is scaled to controls: 0 for no effect and ±100 for the full control effect
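Compound effects on dopamine-evoked calcium signalling were measured in tetracycline-induced HEK293 Trex D1 cells. Dopamine at EC80 followed a 180 s compound pre-read, and fluorescence was tracked kinetically for 180 s more.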
D1 agonist = agonists of human D1 dopamine receptor | activation, % at 2 µM | hit rate 1% among 360,000 | HEK293 T-REx D1 cells, calcium flux, agonist mode | AID 504660 | P21728; also: 0% is about no effect
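Agonism was scored from calcium flux recorded over 180 s (1 read/s) after pintool compound addition, following a 10-cycle baseline. Cells were inducible force-coupled HEK293 TREx D1, plated overnight at 30 C and loaded with no-wash calcium dye.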
D2 ag = agonists of human D2 dopamine receptor. HEK293 T-REx D2 cells, calcium flux agonist mode. activation, % at 2 µM. hit rate 0.53% among 340,000. P14416;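 active = activation over 3 SD above normal in the single-dose calcium agonist read, cut at about 30% in these data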; also: 0% is about no effect
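HEK293 Trex D2 cells, tetracycline-induced, o/n 30 C 5% CO2; no-wash Ca dye, RT 30–90 min; 10-cycle baseline, 23 nl cpd added, kinetic Ca read 180 s; agonist hits = positive Ca response.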
D1 potentiator = potentiators of human D1 dopamine receptor | HEK293 TREx D1 cells, calcium flux, dopamine EC20 potentiation | potentiation, % at 10 µM | hit rate 0.036% among 360,000 | AID 504651 | P21728; in the data active = potentiation above about 30%; also: 0% is about no effect
RXFP1 antagonist = antagonists of human relaxin receptor RXFP1; Q9HBX9; HEK293-RXFP1, relaxin-stimulated cAMP HTRF, 30 min; stronger effect = lower value; activity change, negative = inhibition, % at 57.5 µM; hit rate 0.59% among 350,000; AID 1259400;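 active = activity change of -60% or lower, but not beyond a set lower limit; inconclusive = change between -60% and -40%, or beyond the set limit; inactive = change above -40%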; also: % is scaled to controls: 0 for no effect and ±100 for the full control effect
D2 potentiator = positively modulates the human D2 dopamine receptor allosterically; P14416; HEK293 T-REx D2, calcium flux, EC20 dopamine potentiation; potentiation, % at 10 µM; hit rate 0.34% among 340,000; AID 485347;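 active = potentiation over 3 SD above the plate norm, cut at about 30% in these data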; also: 0% is about no effect
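Cells plated with tetracycline inducer and held overnight at 30 C; calcium dye loaded 30–90 min at room temperature; baseline taken, compound added and read 180 s; EC20 dopamine then added and read 180 s.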
Starred values were filed as active, the others as inactive; u = inconclusive; x = no result given; & = joins results of further samples. Rule as the data show it, unless noted: active = activation above about 30%; inactive = the rest.

#1 Cc1ccc(-c2nc3cccnc3s2)cc1NS(=O)(=O)c1ccc2c(c1)CCCC2
#2 O=C1CNC(=O)N1
#3 Cc1ccc(NC(=O)CNS(=O)(=O)c2cccs2)cc1F
#4 COc1ccc(Cl)cc1NC(=O)COC(=O)c1cc(NS(=O)(=O)c2cccs2)ccc1O
#5 CCN1CCN(c2cc(C)c3cc(NC(=O)c4ccc5c(c4)OCO5)ccc3n2)CC1
#6 COCCCN1C(=O)c2ccc(C(=O)NCc3ccco3)cc2C1=O
#7 Cc1[nH]n(-c2ccccc2)c(=O)c1N=Nc1ccc(C#N)cc1
#8 O=[N+]([O-])c1ccc2nc(NS(=O)(=O)c3ccc(F)cc3)sc2c1

screen / no.	1	2	3	4	5	6	7	8
D1 agonist	2	1	7	2	2	3	0	5
D2 antagonist	9	5	-4	5	1	1	11	2
D1 antag	11	2	-11	6	-4	0	-6	3
TRHR agonist	0.1	0.1	0.0	0.5	-0.1	0.0	-0.2	0.5
RXFP1 antagonist	3	x	-8	-14	x	-22	5	-23
D2 potentiator	1	8	-5	-13	8	-8	-8	4
D1 potentiator	-3	-3	-3	-2	-2	-7	-4	-7
D2 ag	-0.2	-0.8	0.8	-1.1	-2.8	0.2	0.8	0.7
TRHR enhancer	-3	18	-3	-2	1	-1	15	5

#9 COc1ccc(-c2nnc(SC(C)C(=O)Nc3c(C)n(C)n(-c4ccccc4)c3=O)o2)cc1 (stereo not drawn)
#10 COc1cccc(CCNC(=O)C2CCCN(c3ncnc4c3nc3n4CCCCC3)C2)c1OC (stereo not drawn)
#11 O=C(NCC1CCCO1)c1sc2cc(Cl)ccc2c1Cl (stereo not drawn)
#12 N#Cc1nc(-c2ccccc2F)oc1NCCc1ccccn1
#13 O=C(Nc1ccc(Oc2ccc(Cl)cc2)c(Cl)c1)c1cc(I)cc(I)c1O
#14 Cc1nc(Sc2ccc(Cl)cc2)c(C#N)c(C)c1[N+](=O)[O-]
#15 Cc1ccc(-c2nn(CC(=O)NC3CCCC3)c3c2cnc2ccccc23)cc1
#16 CC(=O)c1cc(C)ccc1OC(=O)CCN1C(=O)C2C3c4ccccc4C(c4ccccc43)C2C1=O (stereo not drawn)

screen / no.	9	10	11	12	13	14	15	16
D1 agonist	3	-1	5	1	11	10	0	0
D2 antagonist	-4	-9	1	x	-13	-34	x	1
D1 antag	-9	-12	-3	12	-23	-13	1	12
TRHR agonist	0.3	-0.7	0.0	0.1	-0.7	-0.4	-0.4	-0.4
RXFP1 antagonist	-5	-3	0	-3	-92*	u	-8	-14
D2 potentiator	-3	4	0	x	-5	-2	3	-5
D1 potentiator	-1	-5	-2	-3	-4	-3	-5	4
D2 ag	1.3	1.1	0.4	x	-0.4	-0.5	-0.4	0.0
TRHR enhancer	-3	-3	8	-4	-2	0	-1	-3

#17 COc1ccc(CCC(=O)NCc2nc3cccnc3n2Cc2ccc(OC)cc2)cc1
#18 COC(=O)c1cccc(C23CC4(C2)[C@H](CN(Cc2ccc(C(F)(F)F)cc2)[C@@H]4c2ccccc2)C3c2ccccc2)c1 (stereo partly drawn)
#19 S=C1NC2CCCCC2N1 (stereo not drawn)
#20 CC/C(C)=N/Nc1nc2c(c(=O)[nH]c(=O)n2C)n1CCc1ccccc1
#21 NS(=O)(=O)c1ccc(CCNC(=O)CN2CCCCCC2)cc1
#22 COc1cccc(-c2nc(CS(=O)(=O)CC(=O)NCCCN3CCN(C)CC3)c(C)o2)c1
#23 COC(=O)Nc1ccc(S(=O)(=O)N2CCC(C(=O)N3CCC(C)CC3)CC2)cc1
#24 CC(C)CNC(=S)NC(=O)c1ccc([N+](=O)[O-])cc1

screen / no.	17	18	19	20	21	22	23	24
D1 agonist	0	2	7	1	2	2&0	0	-1
D2 antagonist	x	-13	4	-27	x	-9	-6	-10
D1 antag	3	23	9	-13	13	-10&0	1	3
TRHR agonist	-0.8	0.7	0.4	0.2	0.4	-0.1&0.0	-0.1	-0.3
RXFP1 antagonist	-9	x	-2	u	-6	-13&-6	-12	-5
D2 potentiator	2	-4	7	-24	-25	-3&-6	2	-6
D1 potentiator	2	1	4	-4	0	0&-3	-5	2
D2 ag	-0.4	-0.5	-0.1	0.6	x	-0.7&0.4	1.0	0.2
TRHR enhancer	0	7	3	15	4	2&5	-6	1

#25 CC(Sc1nnc(-c2ccc(OC(F)F)cc2)n1N)C(=O)NCC1CCCO1 (stereo not drawn)
#26 Cc1ccc2c(c1)N(C(=O)CCC(=O)NCCCN1CCOCC1)CC(C)O2 (stereo not drawn)
#27 COc1cccc(C2NC(C)(C(=O)O)C3C(=O)N(C(C)C)C(=O)C23)c1O (stereo not drawn)
#28 O=C(O)c1ccc(N=Nc2c(-c3ccccc3)[nH]oc2=O)cc1
#29 COc1cccc(CNC(=O)CCS(=O)(=O)c2cccs2)c1
#30 CC(=O)Nc1cccc(NC(=O)CSc2nnc(NC(=O)c3ccco3)s2)c1
#31 COc1ccccc1OCC(=O)Nc1cc(C)ccc1NC(=O)c1ccco1
#32 Cc1ccc(-c2cc(C(=O)N3CCN(C(=O)c4ccco4)CC3)[nH]n2)cc1C

screen / no.	25	26	27	28	29	30	31	32
D1 agonist	2	1	4	1	1	3	0	9
D2 antagonist	-2	-6	2	-12	x	0	-2	-23
D1 antag	-7	1	-9	1	-6	-17	9	-15
TRHR agonist	-0.3	0.0	0.5	-0.1	-0.3	-0.7	0.2	-0.2
RXFP1 antagonist	-9	-6	x	15	4	0	-5	25
D2 potentiator	9	3	1	9	x	8	8	8
D1 potentiator	3	-13	x	1	3	-7	-3	4
D2 ag	0.1	-0.6	0.2	-0.4	x	0.1	0.3	-0.7
TRHR enhancer	-4	1	-7	2	-4	-2	-4	-9

#33 CCC(=O)NC(=S)Nc1ccc(NC(=O)c2ccc(OC)cc2)cc1
#34 CC(C)(C)N(Cc1nc(-c2ccccc2)no1)C(=O)c1ccc2c(c1)OCO2
#35 CC1CN(S(=O)(=O)c2ccc(C(=O)O)cc2)CC(C)O1 (stereo not drawn)
#36 N#Cc1cccc(C(=O)Nc2cccc(S(=O)(=O)N3CCCC3)c2)c1
#37 CCC(CC)C(=O)Nc1ccc(C(=O)OCc2cc(=O)n3nc(C4CC4)sc3n2)cc1
#38 Nc1ccc(C(=O)Nc2ccco2)cc1
#39 O=C(c1ccc2nc[nH]c2c1)N1CCN(c2ncc(C(F)(F)F)cc2Cl)CC1
#40 CCCN(CCC)C(=O)Cn1nnc2sc(-c3ccccc3)cc2c1=O

screen / no.	33	34	35	36	37	38	39	40
D1 agonist	6	4	1	8	-1	0	7	-1
D2 antagonist	3	-3	-19	-13	x	-8	9	x
D1 antag	-5	1	-11	-10	5	-19	16	2
TRHR agonist	1.1	-0.5	0.4	-1.0	0.8	-1.3	-0.2	0.5
RXFP1 antagonist	16	0	-4	0	0	4	-8	3
D2 potentiator	0	-11	-6	-11	-1	23	7	-2
D1 potentiator	-5	-2	-5	-6	0	-6	-3	2
D2 ag	2.4	-0.4	-0.1	0.8	1.7	-2.9	0.7	x
TRHR enhancer	-1	-2	11	-1	-3	8	4	-1

Given with values under each structure: part of the list above
Value order – D1 agonist | D2 antagonist | D1 antag | TRHR agonist | RXFP1 antagonist | D2 potentiator | D1 potentiator | D2 ag | TRHR enhancer
30: CC(=O)Nc1cccc(NC(=O)CSc2nnc(NC(=O)c3ccco3)s2)c1
    3 | 0 | -17 | -0.7 | 0 | 8 | -7 | 0.1 | -2
31: COc1ccccc1OCC(=O)Nc1cc(C)ccc1NC(=O)c1ccco1
    0 | -2 | 9 | 0.2 | -5 | 8 | -3 | 0.3 | -4
32: Cc1ccc(-c2cc(C(=O)N3CCN(C(=O)c4ccco4)CC3)[nH]n2)cc1C
    9 | -23 | -15 | -0.2 | 25 | 8 | 4 | -0.7 | -9
33: CCC(=O)NC(=S)Nc1ccc(NC(=O)c2ccc(OC)cc2)cc1
    6 | 3 | -5 | 1.1 | 16 | 0 | -5 | 2.4 | -1
34: CC(C)(C)N(Cc1nc(-c2ccccc2)no1)C(=O)c1ccc2c(c1)OCO2
    4 | -3 | 1 | -0.5 | 0 | -11 | -2 | -0.4 | -2
35: CC1CN(S(=O)(=O)c2ccc(C(=O)O)cc2)CC(C)O1 (stereo not drawn)
    1 | -19 | -11 | 0.4 | -4 | -6 | -5 | -0.1 | 11
36: N#Cc1cccc(C(=O)Nc2cccc(S(=O)(=O)N3CCCC3)c2)c1
    8 | -13 | -10 | -1.0 | 0 | -11 | -6 | 0.8 | -1
37: CCC(CC)C(=O)Nc1ccc(C(=O)OCc2cc(=O)n3nc(C4CC4)sc3n2)cc1
    -1 | x | 5 | 0.8 | 0 | -1 | 0 | 1.7 | -3
38: Nc1ccc(C(=O)Nc2ccco2)cc1
    0 | -8 | -19 | -1.3 | 4 | 23 | -6 | -2.9 | 8
39: O=C(c1ccc2nc[nH]c2c1)N1CCN(c2ncc(C(F)(F)F)cc2Cl)CC1
    7 | 9 | 16 | -0.2 | -8 | 7 | -3 | 0.7 | 4
40: CCCN(CCC)C(=O)Cn1nnc2sc(-c3ccccc3)cc2c1=O
    -1 | x | 2 | 0.5 | 3 | -2 | 2 | x | -1

New compounds follow
#41 CCc1c(C)sc(NC(=O)C2CC2)c1C(=O)OC(C)C
#42 COc1ccc(OC)c2c1sc(=NC(=O)C1CC1)n2C
#43 COc1ccc2ccc(Oc3ncccn3)cc2c1
#44 C/C(=N\NC(=O)c1ccccc1)c1cc2cc([N+](=O)[O-])ccc2oc1=O
#45 Cc1ccc(-n2c(C)c(C)c3c(N)ncnc32)cc1
#46 COc1cccc(NC(=S)NNC(=O)CCn2cc([N+](=O)[O-])cn2)c1
#47 Cc1nc(N2CCN(C(=O)c3ccco3)CC2)c2oc3ccccc3c2n1
#48 Cc1cccc(C)c1NC(=O)C1c2ccccc2Oc2ccccc21

screen / no.	41	42	43	44	45	46	47	48
D1 agonist	2	2	1	3	5	1	2	2
D2 antagonist	x	11	-12	-7	1	-1	-11	2
D1 antag	7	-6	-8	-13	-1	-3	-1	13
TRHR agonist	-0.2	-0.4	-0.4	-0.9	-1.3	0.0	-0.6	-0.4
RXFP1 antagonist	-30	-10	0	x	-20	1	-11	-9
D2 potentiator	x	-8	-24	-3	9	-5	11	3
D1 potentiator	0	-4	0	-6	-16	4	-4	-5
D2 ag	x	-0.9	1.3	-1.3	-1.1	-0.2	1.1	0.5
TRHR enhancer	-2	-3	1	3	-2	18	3	1

#49 CCn1c(C)nc2cc(S(N)(=O)=O)ccc21
#50 COc1ccc(CNC(=O)c2cc(-c3ccc(Cl)cc3)n[nH]2)cc1
#51 COc1ccccc1CCNC(=O)CCc1c(C)c2cc3c(C)coc3c(C)c2oc1=O
#52 CC(=O)Nc1ccc(C2=NN(c3ccccc3)C(c3ccccc3)C2)cc1 (stereo not drawn)

screen / no.	49	50	51	52
D1 agonist	2	4	1	-1
D2 antagonist	4	x	x	5
D1 antag	-3	5	7	-5
TRHR agonist	0.4	-0.8	-0.5	-0.7
RXFP1 antagonist	-21	-10	-9	-26
D2 potentiator	-8	-17	-4	15
D1 potentiator	-3	-3	-2	6
D2 ag	-0.7	-0.9	-0.2	0.4
TRHR enhancer	6	3	-4	4
